# M1 PAM: human CHRM1 positive allosteric modulation; 360,000 tested, 0.088% active; P11229; activation, % at 3 µM; CHO-K1 hM1, Fluo-8 calcium fluorescence, ACh EC20; 0% = ACh EC20, 100% = maximal ACh; in the data active means activation above about 19%, passing the limit was not always enough
# OXTR potentiator: potentiators of human oxytocin receptor; P30559; CHO-OTR cells, Fluo-8 calcium fluorescence, potentiator mode; 0% = oxytocin EC15, 100% = EC100; activation, % at 3 µM; 320,000 tested, 0.061% active; AID 2445;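 active means activation above that plate's cutoff, the mean activation of tested compounds plus 3 SD, cut at about 6.6% in these data, passing the limit was not always enough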;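 further: 100% uses oxytocin at 75 nM as the full agonist control; some results filed as inactive read as strong as hits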
# Target sequence (P30559 whole entry, looked up): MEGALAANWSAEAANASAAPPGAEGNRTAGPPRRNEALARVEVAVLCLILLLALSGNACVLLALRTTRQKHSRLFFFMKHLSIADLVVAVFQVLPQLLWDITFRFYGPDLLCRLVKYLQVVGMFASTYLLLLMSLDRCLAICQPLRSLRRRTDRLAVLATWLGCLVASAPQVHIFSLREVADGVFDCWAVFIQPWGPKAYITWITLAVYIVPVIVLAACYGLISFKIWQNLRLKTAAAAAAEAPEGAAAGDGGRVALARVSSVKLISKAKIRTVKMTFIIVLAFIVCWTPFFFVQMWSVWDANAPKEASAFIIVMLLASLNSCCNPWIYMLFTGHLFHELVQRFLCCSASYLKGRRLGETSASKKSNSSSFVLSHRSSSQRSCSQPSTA
#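 System: human OTR in CHO cells; Also added: sub-maximal oxytocin, roughly EC15; Timing: compound 6 min at room temperature before oxytocin, 100 s read; Technique: Fluo-8 intracellular calcium fluorescence, ex 470-495, em 515-575 nm; Controls: oxytocin EC15 low and EC100 high; Replication: singlicate.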
# CHRM1 antagonist: human CHRM1 antagonism; CHO-K1 hM1, Fluo-8 calcium fluorescence, ACh EC80 antagonist; inhibition, % at 3 µM; AID 588852; 360,000 tested, 1.3% active; P11229;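 active means percent inhibition above its own plate's cutoff, namely the mean of that plate's compound wells plus 3 SD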;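 further: peak over basal fluorescence ratio during 140 s after agonist addition; 0% = ACh EC80 plus DMSO and 100% = DMSO alone without agonist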
# M4 ag: agonists of human muscarinic M4 receptor (CHRM4); CHO-K1 hM4/Gqi5, Fluo-8 calcium fluorescence; vehicle 0%, full acetylcholine response 100%; activation, % at 3 µM; 360,000 tested, 0.14% active; P08173; AID 624127;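 active means activation above the run mean over all test wells plus 3 SD, cut at about 32% in these data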;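 further: peak over basal fluorescence ratio per well then scaled between controls; 0% = DMSO wells and 100% = acetylcholine at EC100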
# Target sequence (P08173 whole entry, looked up): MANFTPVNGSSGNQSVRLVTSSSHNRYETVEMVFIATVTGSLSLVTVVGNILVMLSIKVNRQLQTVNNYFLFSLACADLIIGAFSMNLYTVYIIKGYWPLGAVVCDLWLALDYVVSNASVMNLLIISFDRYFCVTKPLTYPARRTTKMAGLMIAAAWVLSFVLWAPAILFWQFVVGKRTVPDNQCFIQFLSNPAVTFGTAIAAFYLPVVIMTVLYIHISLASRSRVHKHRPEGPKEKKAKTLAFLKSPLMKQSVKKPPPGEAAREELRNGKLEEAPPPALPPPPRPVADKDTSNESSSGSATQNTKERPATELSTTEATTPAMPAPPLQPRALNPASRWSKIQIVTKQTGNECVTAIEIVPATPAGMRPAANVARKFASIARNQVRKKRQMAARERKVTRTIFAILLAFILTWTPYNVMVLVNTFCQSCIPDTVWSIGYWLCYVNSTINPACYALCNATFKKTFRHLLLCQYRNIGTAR
# CHO-K1 Ca antag: counter-screen for M1 antagonists: effect in parental CHO-K1 cells. ATP-induced calcium, Fluo-8 fluorescence. inhibition, % at 3 µM. 360,000 tested, 0.6% active. AID 602250;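 active means inhibition above a per-plate cutoff, the plate's mean sample inhibition plus 3 SD, cut at about 24% in these data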;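 further: 0% = DMSO plus EC80 ATP and 100% = DMSO alone without ATP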
# CHRM4 antagonist: antagonists of human muscarinic M4 receptor (CHRM4); P08173; CHO-hM4 cells, ACh EC80, Fluo-8 calcium fluorescence; inhibition, % at 3 µM; 360,000 tested, 0.73% active; AID 624125;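 active means inhibition above its plate's cutoff, the mean inhibition of sample wells plus 3 SD, cut at about 27% in these data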;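 further: 0% = acetylcholine EC80 with DMSO and 100% = DMSO without agonist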
# CHO parental Ca: counter-screen: ATP calcium response change in parental CHO cells | 330,000 tested, 0.63% active | parental CHO-K1, ATP-induced calcium, Fluo-8 fluorescence | inhibition, % at 5.6 µM | AID 463079;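 active means inhibition above that plate's mean sample inhibition plus 3 SD, cut at about 26% in these data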;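 further: 0% = ATP-challenged DMSO wells and 100% = DMSO wells without ATP; some compounds past the cut are filed as inactive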
#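 Measured by: calcium-sensitive Fluo-8 fluorescence / Test system: CHO parental line / Controls: ATP-challenged DMSO wells low, unchallenged DMSO wells high / Measure: % inhibition / Compound: single nominal dose of 5.6 µM per compound / Replicates: single well per compound, no replicates / Reagent: ATP as calcium-mobilizing challenge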
# M1 ag parental: M1 agonist counterscreen hit in parental CHO-K1 cells; Fluo-8 calcium fluorescence; scaled to maximal ATP response, vehicle zero; activation, % at 3 µM; 360,000 tested, 0.48% active; AID 602248; in the data active means activation above about 15%;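 further: untransfected CHO-K1 host cells lacking M1 receptor as counterscreen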
# CHRM1 agonist: agonists of human M1 muscarinic receptor; activation, % at 3 µM; 360,000 tested, 0.33% active; CHO-K1 hM1, Fluo-8 calcium fluorescence, agonist mode; 0% DMSO, 100% acetylcholine EC100;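 active means activation above the run's mean compound activation plus 3 SD, cut at about 16% in these data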;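 further: peak over basal fluorescence ratio within a 140 s kinetic read after compound addition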
# * = called active by the depositor; . = no result given.
Molecule	M1 PAM	OXTR potentiator	CHRM1 antagonist	M4 ag	CHO-K1 Ca antag	CHRM4 antagonist	CHO parental Ca	M1 ag parental	CHRM1 agonist
CN(c1ccc(C(=O)NCc2ccncc2)cc1)S(C)(=O)=O	0.6	-1.8	-13.5	0.3	7.1	0.6	-6.6	-0.1	-1.4
CC(C)(C)NC(=O)Cn1nnc(-c2ccccc2NC(=O)c2cnccn2)n1	6.9	-8.5	-11.3	1.2	-8.1	-4.8	-8.6	0.5	-0.2
O=C(c1cc(C2CC2)nc2ccc(Br)cc12)N1N=C(C(F)F)CC1(O)C(F)F (stereo unspecified)	15.1	-2.3	-5.8	1.1	13.6	5.5	6.6	3.5	-3.5
CSc1nc2cc(S(=O)(=O)N3CCOCC3)ccc2s1	6.3	-2.5	-13.8	1.5	-8.0	-2.4	-4.7	1.2	-5.4
CC1(C)NC(=O)N(CC(=O)N2CCN(S(=O)(=O)c3ccccc3C(F)(F)F)CC2)C1=O	4.5	2.0	5.3	0.4	13.0	-3.7	-9.6	0.1	-1.9
COc1ccccc1CC(=O)N1CCN(c2cccc(C(F)(F)F)c2)CC1	8.4	-10.2	-26.6	14.0	-6.5	8.5	-1.4	10.0	4.6
O=[N+]([O-])c1cc(S(=O)(=O)N2CCCC2)ccc1N/N=C/c1ccncc1	1.4	-2.4	-3.0	0.4	-3.0	-7.2	-11.7	0.0	-7.3
Cn1nnnc1SCCNCc1ccccc1OCc1ccc(Cl)cc1	-13.9	-19.3	23.8	4.1	-2.8	26.8*	13.9	4.3	-8.6
Cc1ccc(S(=O)(=O)NCCC(=O)NCC(c2cccs2)N(C)C)cc1 (stereo unspecified)	1.6	5.8	5.4	2.3	1.5	-7.8	-19.9	-0.6	-8.5
COc1ccc(N(C)C(=O)Cc2c(C(=O)O)[nH]c3ccccc23)c(OC)c1	0.3	-1.3	11.6	-0.9	-0.1	-4.0	16.4	0.6	-1.2
O=C(CSCC(=O)Nc1ccc2ccccc2c1)NCc1ccccc1	3.0	-11.8	-0.5	5.4	-8.4	2.0	-7.1	2.4	-1.1
NC(c1ccncc1)c1ccc(Cl)cc1 (stereo unspecified)	10.5	.	-10.4	1.5	-9.9	-4.6	.	1.0	-2.1
COc1ccccc1CC(=O)N1CCCC(CCC(=O)NCc2ccccc2F)C1 (stereo unspecified)	11.0	0.3	-11.9	0.9	-13.9	-12.9	-16.0	1.6	-3.2
CC1(C)Cc2nc3nc(SCC(=O)Nc4ccccc4)nc(N)c3cc2CO1	5.3	-6.0	-3.8	2.2	-20.3	-7.6	-11.5	1.2	-4.3
CCOC(=O)c1cc2c(=O)n3ccccc3nc2n(Cc2ccc(Cl)cc2)c1=N	10.2	.	-20.4	0.7	-7.3	7.4	.	0.8	-2.9
O=C(NCC1CCCN(C(=O)c2cscn2)C1)c1ccccc1Cl (stereo unspecified)	2.1	-3.5	-3.0	0.8	-13.3	3.8	-8.0	0.1	-2.7
COc1cc(NC(=O)C2CC(c3cccc(OC)c3OC)=NO2)cc(OC)c1OC (stereo unspecified)	-18.1	-7.4	27.3	10.2	-9.4	-4.3	-15.1	7.8	-0.3
CCCCC(=O)N/N=C(C)/C=C/c1ccccc1F	12.7	.	-5.2	1.0	-16.3	0.4	.	0.5	-11.2
CC1CCCC(C)N1C(=O)COC(=O)C(Cc1ccccc1)NC(=O)c1cccs1 (stereo unspecified)	5.7	1.3	-1.5	0.4	-8.0	1.2	-3.3	0.7	-10.2
CC(C)Oc1ccc(CNCCC2(C(C)C)CCOC(C)(C)C2)cc1 (stereo unspecified)	-3.5	0.4	3.0	3.4	-2.5	-10.8	-29.2	0.3	-6.0
COc1cccc(/C=N/NC(=O)CCc2n[nH]c(=O)[nH]c2=O)c1O	13.5	3.6	-7.5	1.1	-8.3	8.5	-11.4	1.0	-8.7
CCN(CC)c1ccc(CN(C(=O)c2cc(OC)c(OC)c(OC)c2)C2CCS(=O)(=O)C2)cc1 (stereo unspecified)	3.4	-6.5	-4.5	0.5	-12.8	-2.7	-7.5	-0.1	-2.7
C[C@@H]1CN([C@@H](C)CO)C(=O)CCCn2nncc2CO[C@H]1CN(C)Cc1cccnc1	0.6	.	-9.4	0.5	-4.8	-8.3	.	0.2	-7.8
O=C(CN1C(=O)C2C3CCC(C3)C2C1=O)OCC(=O)c1ccccc1 (stereo unspecified)	7.3	-0.9	-7.3	0.8	-4.1	7.8	-8.6	1.2	-1.7
CC(=O)Oc1ccc2c(=O)c(Oc3ccccc3)coc2c1OC(C)=O	0.2	-8.6	2.9	0.7	-2.9	1.7	8.2	0.1	-4.0

# Record cards, from the list above. Order of values: M1 PAM	OXTR potentiator	CHRM1 antagonist	M4 ag	CHO-K1 Ca antag	CHRM4 antagonist	CHO parental Ca	M1 ag parental	CHRM1 agonist
# Record of C[C@@H]1CN([C@@H](C)CO)C(=O)CCCn2nncc2CO[C@H]1CN(C)Cc1cccnc1 = 0.6	.	-9.4	0.5	-4.8	-8.3	.	0.2	-7.8
# Record of Cc1ccc(S(=O)(=O)NCCC(=O)NCC(c2cccs2)N(C)C)cc1 (stereo unspecified) = 1.6	5.8	5.4	2.3	1.5	-7.8	-19.9	-0.6	-8.5

# (next part)
Molecule	M1 PAM	OXTR potentiator	CHRM1 antagonist	M4 ag	CHO-K1 Ca antag	CHRM4 antagonist	CHO parental Ca	M1 ag parental	CHRM1 agonist
COc1ccc(CCCC(=O)NC2CCCCC2)cc1	5.9	-5.0	0.6	-1.1	10.3	6.2	-2.7	-0.3	-2.0
Cc1nn(Cc2ccccc2)c(Cl)c1C(=O)NCc1ccco1	2.7	-3.4	-2.2	0.3	-9.8	-2.1	-4.5	0.7	-6.3
COc1ccc(NC(=O)CN2C(=O)NC3(CCCC3)C2=O)cc1	15.0	-6.7	-14.4	0.3	-17.4	-10.2	0.6	-0.1	-2.1
CCN1CCN(C(=O)c2c(-c3ccccc3)noc2C)CC1	20.2	2.5	-18.0	0.3	-20.1	-10.7	1.6	-0.3	-7.9
CCOC(=O)c1c(C)n(C)c2ccc(O)c(CN(CC)CC)c12	3.8	-6.7	-4.2	0.0	-3.1	-1.0	-4.8	1.0	-4.2
C=CCNc1nc(S(=O)Cc2ccc(C)cc2)nc2c1CCCC2 (stereo unspecified)	4.8	-9.6	4.7	1.9	2.8	-1.5	-10.7	8.6	-5.0
CC(CN1CCCC1)OC(=O)c1cccc(F)c1 (stereo unspecified)	8.3	-8.2	-11.9	0.4	-5.5	1.0	5.3	0.6	-7.4
Cc1csc(NC(=O)c2c(-c3c(F)cccc3Cl)noc2C)n1	4.9	-1.5	-2.7	1.4	-23.4	-2.5	-11.7	0.5	-6.8
COc1ccc(C(CNC(=O)c2cncc(Br)c2)N(C)C)cc1 (stereo unspecified)	8.8	-7.8	-14.2	0.4	-2.4	-3.2	-10.7	0.2	-6.6
CN(C)c1ccc(/C=C/c2nc3ccccc3c(=O)n2CCO)cc1	-30.1	-14.3	34.3	42.0*	3.7	8.9	7.1	13.9	30.3*
Nc1ncnc(NC2CCS(=O)(=O)C2)c1[N+](=O)[O-] (stereo unspecified)	6.3	7.5	-11.5	0.0	-13.2	-1.0	6.7	-0.1	-4.0
Cc1nn(C(=O)CNC(=O)c2ccccc2)c(C)c1C	-4.1	4.4	4.9	2.4	-13.8	4.5	0.1	1.2	-2.5
O=C(c1ccc2c(=O)n(C3CCCC3)c(=S)[nH]c2c1)N1CCCCCC1	-1.6	-8.3	-1.6	1.8	-4.8	-6.4	8.8	0.7	-5.2
O=C(NCCC1CCCCN1S(=O)(=O)c1cccs1)C(=O)Nc1ccccc1 (stereo unspecified)	-2.9	-3.1	8.1	5.0	6.7	-3.9	-11.7	2.5	-5.2
COc1ccc(CC(N)c2csc(NC(=O)Nc3cc(OC)ccc3OC)n2)cc1 (stereo unspecified)	-2.5	.	11.1	11.8	11.2	8.3	.	6.9	2.5
Cc1ccc([N+](=O)[O-])c(OCCN2CCCCCC2)c1	-1.4	1.0	-1.8	2.1	1.3	-12.7	-15.8	16.2*	-9.7
CC(C)Oc1cc(NC(=O)CS(=O)(=O)CC(=O)N(C)C)c(Cl)cc1Cl	9.3	-14.7	-7.5	1.2	-2.2	-10.5	-25.6	-0.1	-8.4
COc1ccc(CN(C)C(=O)CSc2nnc(C3CC3)n2C2CC2)cc1	10.1	.	0.3	1.8	9.7	-8.6	.	0.1	-0.4
CCOC(=O)NC1C=CS(=O)(=O)C1 (stereo unspecified)	3.9	-6.2	2.5	1.4	4.7	-5.8	10.0	0.3	4.9
CN(C)c1ccc(C(CNC(=O)c2ccccc2Br)c2c[nH]c3ccccc23)cc1 (stereo unspecified)	4.8	-0.7	-12.9	1.6	-18.4	-8.9	-15.6	-0.6	-4.0
COc1ccc(OCc2cc(C(=O)N(C)C3CCOC3)no2)c(Cl)c1 (stereo unspecified)	15.6	-7.2	-4.4	3.7	9.2	2.2	-9.1	0.3	4.4
COc1cc(/C=C(\C#N)c2nc3ccccc3s2)ccc1OCC(=O)Nc1ccccc1	3.9	-3.6	0.7	4.2	-6.6	-0.3	45.7*	3.1	-5.9
CCOc1ccc(/C=N/NC(=O)CC(=O)NCc2ccccc2)cc1	4.8	2.5	-0.3	-0.2	-1.0	-4.8	-11.9	-0.3	-3.5
Cc1cc(N2CCN(C3CCCCC3)CC2)n2nc(C)nc2n1	6.6	-3.6	-10.4	1.0	-4.2	-3.8	-5.7	1.1	-7.8
CS(=O)(=O)N1CCC(C(=O)NCCC2=CCCCC2)CC1	11.8	1.2	-7.8	2.3	-10.7	3.3	-3.4	0.6	-0.2

Molecule	M1 PAM	OXTR potentiator	CHRM1 antagonist	M4 ag	CHO-K1 Ca antag	CHRM4 antagonist	CHO parental Ca	M1 ag parental	CHRM1 agonist
O=C(Nc1nc2c(Br)cccc2s1)C1CC1	2.5	3.0	-10.4	-0.7	1.6	-13.7	-10.5	0.2	-7.7
CCc1ccc(N(CC(=O)NC2CCCCC2)C(=O)CNC(=O)c2ccco2)cc1	15.5	-8.0	-13.6	-0.3	5.4	3.6	-1.0	-0.2	-1.2
CCc1ccc(NC(=O)CN2CCCN(S(=O)(=O)c3ccc(F)cc3)CC2)cc1	0.8	-4.4	-4.6	7.6	2.6	7.1	-13.0	13.7	-3.3
COc1cc(C)c(CN2CCC(n3nccc3NC(=O)C3CCOC3)CC2)cc1C (stereo unspecified)	3.3	-2.7	-0.4	0.3	-11.6	-0.2	-16.9	0.5	-4.3
Cn1cccc1C(=O)C(=O)Nc1ccccc1C(F)(F)F	1.9	-2.0	1.1	1.2	-10.8	-2.8	-28.5	0.1	-3.3
CSCCC(NC(=O)c1ccc(Cl)cc1)C(=O)OCC(=O)Nc1ccc(C#N)cc1 (stereo unspecified)	3.9	-3.7	-2.1	0.8	-8.1	-10.1	-23.4	-0.5	-3.4
CC(=O)Nc1ccc(OCC(O)CN2CCN(S(=O)(=O)c3ccc(NC(C)=O)cc3)CC2)cc1 (stereo unspecified)	2.6	2.0	-5.4	0.7	-11.2	-4.3	-1.0	0.4	-5.1

# High-throughput results deposited in PubChem by The Scripps Research Institute Molecular Screening Center.
